Assay outcomes deposited in PubChem BioAssay by several laboratories.
FAS-TE inh: inhibitors of human fatty acid synthase thioesterase domain; P49327; recombinant FAS-TE, OMFH fluorogenic substrate, fluorescence endpoint; inhibition, % at 15 µM; 360,000 tested, 0.67% active; AID 602261;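 active = compounds whose normalised, plate-corrected inhibition of enzyme fluorescence in the single-dose primary screen is 50% or more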;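 note: 0% = DMSO with enzyme and 100% = substrate without enzyme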
bovine MsrA act: activators of bovine methionine sulfoxide reductase A; purified bovine MsrA, absorbance read-out; activation, % at 10.6 µM; 360,000 tested, 0.3% active; in the data active = activation above about 7.5%;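 note: 0% = vehicle and 100% = reference activator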
E coli Lon inh: inhibits E. coli Lon protease; 360,000 tested, 0.42% active; P0A9M0; purified E. coli Lon protease, fluorescence polarization; inhibition, % at 7.94 µM; in the data active = inhibition above about 13%, passing the limit was not always enough;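 note: 0% = enzyme with probe and DMSO and 100% = no enzyme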
MsrA inhibitor: inhibitors of bovine MsrA; purified bovine MsrA, absorbance read-out; inhibition, % at 15.5 µM; 360,000 tested, 0.75% active; AID 651718; in the data active = inhibition above about 4.5%;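 note: 0% = vehicle wells with enzyme and 100% = reference inhibitor wells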
Rin1-Abl PPI inh: inhibitors of human Rin1-Abl protein interaction | P00519+Q13671 | TR-FRET Rin1/Abl binding, biochemical | inhibition, % at 7.35 µM | 360,000 tested, 0.4% active | AID 588664; in the data active = inhibition above about 5%, passing the limit was not always enough
Target sequence (P00519 whole entry, looked up): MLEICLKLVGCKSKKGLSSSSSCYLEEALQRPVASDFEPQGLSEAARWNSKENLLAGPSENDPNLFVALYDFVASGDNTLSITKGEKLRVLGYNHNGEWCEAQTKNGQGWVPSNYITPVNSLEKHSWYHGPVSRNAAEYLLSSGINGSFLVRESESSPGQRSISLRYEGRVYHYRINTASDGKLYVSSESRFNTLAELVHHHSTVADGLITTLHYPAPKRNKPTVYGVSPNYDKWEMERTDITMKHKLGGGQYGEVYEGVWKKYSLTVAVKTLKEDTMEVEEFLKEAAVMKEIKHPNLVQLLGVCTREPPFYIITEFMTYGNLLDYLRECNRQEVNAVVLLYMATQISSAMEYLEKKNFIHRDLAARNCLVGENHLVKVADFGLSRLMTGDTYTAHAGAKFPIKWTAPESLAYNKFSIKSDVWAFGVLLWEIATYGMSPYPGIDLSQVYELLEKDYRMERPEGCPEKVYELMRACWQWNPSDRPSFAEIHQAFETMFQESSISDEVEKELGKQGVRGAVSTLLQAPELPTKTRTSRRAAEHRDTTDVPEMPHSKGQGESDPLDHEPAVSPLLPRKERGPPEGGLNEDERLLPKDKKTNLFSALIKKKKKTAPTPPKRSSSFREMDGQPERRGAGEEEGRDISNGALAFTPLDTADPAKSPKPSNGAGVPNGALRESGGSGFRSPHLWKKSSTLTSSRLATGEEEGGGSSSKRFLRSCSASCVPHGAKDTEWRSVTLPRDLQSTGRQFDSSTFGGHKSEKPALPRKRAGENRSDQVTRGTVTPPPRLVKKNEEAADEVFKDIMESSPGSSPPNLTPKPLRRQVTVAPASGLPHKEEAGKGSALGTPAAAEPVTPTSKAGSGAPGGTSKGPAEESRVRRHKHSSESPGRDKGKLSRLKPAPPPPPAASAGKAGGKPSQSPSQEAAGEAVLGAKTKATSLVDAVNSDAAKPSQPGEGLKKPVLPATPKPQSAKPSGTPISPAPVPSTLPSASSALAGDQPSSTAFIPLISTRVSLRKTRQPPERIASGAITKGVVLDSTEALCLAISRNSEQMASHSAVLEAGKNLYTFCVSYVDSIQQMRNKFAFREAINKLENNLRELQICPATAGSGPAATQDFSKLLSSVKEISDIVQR
Target sequence (Q13671 whole entry, looked up): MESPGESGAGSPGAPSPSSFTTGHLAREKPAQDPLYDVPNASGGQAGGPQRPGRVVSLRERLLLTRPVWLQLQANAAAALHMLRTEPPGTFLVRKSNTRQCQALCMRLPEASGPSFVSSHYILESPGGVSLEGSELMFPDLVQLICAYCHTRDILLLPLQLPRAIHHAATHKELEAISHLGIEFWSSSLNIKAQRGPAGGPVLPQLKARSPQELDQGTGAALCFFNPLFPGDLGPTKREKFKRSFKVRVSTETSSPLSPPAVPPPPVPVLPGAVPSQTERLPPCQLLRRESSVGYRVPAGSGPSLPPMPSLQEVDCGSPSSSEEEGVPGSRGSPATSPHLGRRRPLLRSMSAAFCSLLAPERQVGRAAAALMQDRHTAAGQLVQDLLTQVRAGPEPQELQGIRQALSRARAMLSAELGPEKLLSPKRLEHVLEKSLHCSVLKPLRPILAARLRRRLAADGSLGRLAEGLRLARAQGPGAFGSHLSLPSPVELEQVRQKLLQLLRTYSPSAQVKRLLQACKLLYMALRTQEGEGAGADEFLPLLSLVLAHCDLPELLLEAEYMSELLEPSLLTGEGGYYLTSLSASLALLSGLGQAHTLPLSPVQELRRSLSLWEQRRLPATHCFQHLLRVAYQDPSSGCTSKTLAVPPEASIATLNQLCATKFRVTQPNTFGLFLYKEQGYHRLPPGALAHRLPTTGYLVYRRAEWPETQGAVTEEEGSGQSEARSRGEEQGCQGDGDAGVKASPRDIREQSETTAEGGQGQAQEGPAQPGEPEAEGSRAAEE
MT1-MMP act inh: MT1-MMP (human) activation inhibition; P50281; HT1080 RFP-PRO-GFP cells, GFP/RFP ratio fluorescence, overnight; percent of plate control window, DMSO zero; GFP/RFP ratio change, % at 20 µM; 360,000 tested, 0.061% active;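 active = GFP/RFP ratio change of at least 30% with cell ATP level not reduced by more than half and red fluorescence within 50% of control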; note: strong numbers were not always called active
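system = RFP-PRO-GFP reporter HT1080 cells | dosing = 20 µM single dose, 1% DMSO | timing = overnight cell settling, then overnight compound exposure, 37 °C, 5% CO2 | read-out basis = GFP/RFP fluorescence ratio | controls = DMSO and RFP-L50D-GFP cell wells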
Neddylation inh: inhibitors of human cullin neddylation. P61081+Q13564. TR-FRET cullin neddylation, biochemical. calls only at 25 µM. 360,000 tested, 0.58% active. AID 651699; in the data active = inhibition above about 36%
CendR NRP1 mod: alters CendR peptide binding to human NRP-1 | O14786 | FAM-RPARPAR peptide binding to NRP-1, fluorescence polarization | inhibition, % at 25 µM | 360,000 tested, 0.85% active | AID 602438;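 active = inhibition or corrected inhibition above about 18%, plus a signal ratio from 0.5 to 1.5, limit read from the data, passing the limit was not always enough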; note: strong numbers were not always called active
SKN-1 block: blocks SKN-1 activity in C. elegans; inhibition, % at 21.8 µM; C. elegans VP596 Pgst-4::GFP/RFP ratio, acrylamide-induced, 24 h; 360,000 tested, 0.49% active;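 active = interference check ratio from 0.5 to 1.5 plus GFP to RFP signal ratio inhibition reaching or exceeding a fixed threshold, cut at about 30% in these data, passing the limit was not always enough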; note: some compounds called inactive have numbers as strong as hits
* marks the source's active call; other numbers are inactive results; i = inactive; . = not tested or not shown.

SMILES | FAS-TE inh | bovine MsrA act | E coli Lon inh | MsrA inhibitor | Rin1-Abl PPI inh | MT1-MMP act inh | Neddylation inh | CendR NRP1 mod | SKN-1 block
NCCCC[C@@H](C(=O)NCCCCCCCCCCC(=O)N1CCNCC1)n1cc(CCCC(=O)O)nn1 | -11 | -1 | 0 | . | 0 | 2 | i | 1 | 0
COc1cccc(CC(=O)Nc2ccc3nc(C)sc3c2)c1 | 2 | -1 | -3 | -1.0 | 0 | 2 | i | -2 | -4
COc1ccc(COC(=O)Nc2cn(C)nc2C(F)(F)F)cc1 | -4 | -2 | 3 | -1.2 | 2 | -1 | i | 5 | 8
CCc1ccc(NC(=O)CSc2nc3ccccc3nc2N2CCCCC2)cc1 | 23 | -1 | 6 | 0.4 | -1 | -4 | i | -8 | 13
Cc1ccc(NC(=O)CN(c2ccc3c(c2)OCO3)S(=O)(=O)c2c(C)n[nH]c2C)cc1 | 8 | -1 | 5 | -1.6 | 0 | 0 | i | 3 | 11
O=C(CCN1C(=O)C2CC=CCC2C1=O)Nc1cc(C(F)(F)F)ccc1N1CCCC1 (centres undefined) | 1 | -3 | -8 | -0.5 | 2 | -1 | i | 7 | -4
O=[N+]([O-])c1ccc(O)c(-c2nn[nH]n2)c1 | 3 | -11 | -9 | 1.2 | -1 | 2 | i | 19 | 6
COCCc1ccc(OC2(C)CCN(Cc3cccn3-c3nccs3)C2)cc1 (centres undefined) | -7 | 0 | 9 | 0.0 | -1 | -1 | i | -4 | -12
Cc1ccc(N(CCC#N)C(=O)COC(=O)C2CCN(S(=O)(=O)c3ccc4c(c3)OCCO4)CC2)cc1 | 12 | -2 | 8 | 1.1 | -3 | 0 | i | -6 | 16
O=C(c1ccc([N+](=O)[O-])cc1)N1CCN=C1SCc1ccccc1 | 6 | 0 | -8 | -0.8 | -3 | -3 | i | -5 | -12
COc1ccc(-c2csc(NCCn3c(C)nc4cc(C(F)(F)F)ccc43)n2)cc1 | 5 | -1 | 2 | 1.4 | 0 | 3 | i | -5 | 2
Cc1nc(Br)c(Br)n1Cc1ccccc1 | -5 | -8 | 5 | 0.6 | -1 | -2 | i | -2 | 18
CCCOc1ccc(F)cc1-c1cc(C(=O)NCc2cccc(C(F)(F)F)c2)[nH]n1 | 20 | -1 | 2 | 0.3 | -1 | -2 | i | 8 | 9
CCC(C(=O)O/N=C(\N)c1ccccc1)c1ccccc1 (centres undefined) | 1 | -1 | -12 | 1.5 | 1 | -4 | i | 6 | 14
N=C1C(c2nc(-c3ccc(F)cc3)cs2)=C(O)CN1CCCN1CCOCC1 | -3 | 0 | -6 | 1.1 | -3 | 7 | i | -10 | 1

Three compounds already listed, arranged by their value in SKN-1 block, ascending:
| Compound | SKN-1 block |
| --- | --- |
| O=C(CCN1C(=O)C2CC=CCC2C1=O)Nc1cc(C(F)(F)F)ccc1N1CCCC1 (centres undefined) | -4 |
| CCC(C(=O)O/N=C(\N)c1ccccc1)c1ccccc1 (centres undefined) | 14 |
| Cc1nc(Br)c(Br)n1Cc1ccccc1 | 18 |

New compounds follow
SMILES | FAS-TE inh | bovine MsrA act | E coli Lon inh | MsrA inhibitor | Rin1-Abl PPI inh | MT1-MMP act inh | Neddylation inh | CendR NRP1 mod | SKN-1 block
COCC(Cc1ccccc1)NC(=O)Cn1cc(C)c(=O)[nH]c1=O (centres undefined) | -8 | -3 | -8 | -0.4 | 1 | 5 | i | 2 | -7
CC(C)NC(=O)c1cc(-c2ccco2)on1 | -4 | -4 | 8 | . | -2 | . | i | -12 | 20
CCc1ccc(NC(=O)c2cc(-c3ccc(OC)cc3)on2)cc1 | -11 | -3 | -4 | -0.1 | 2 | 2 | . | -5 | 4
COc1ccc(CCNC(=O)C(C(=O)c2ccc(F)cc2)n2ccccc2=O)cc1OC (centres undefined) | -9 | -6 | 15 | 1.7 | -3 | 1 | i | 0 | -2
COc1cccc(/C=N/n2c(C3CCCCC3)n[nH]c2=S)c1OC | -2 | -1 | 3 | -0.7 | 4 | -2 | i | -6 | -10
Brc1ccc(-c2noc(COc3ccc4ccccc4c3)n2)o1 | 27 | -1 | -6 | 0.1 | 0 | -1 | i | -2 | 18
O=C(C1CCN(S(=O)(=O)N2CCOCC2)CC1)N1CCN(c2ccccc2F)CC1 | -3 | -1 | 15 | -0.6 | 2 | -3 | i | -11 | -5
OCC[C@@H]1C[C@H](O)[C@@H](O)[C@@]2(OCCc3ccccc32)O1 | -8 | -2 | 1 | . | 0 | -4 | i | 0 | 13
CN1CCN(C(=O)/C(=C\c2cccnc2)NC(=O)c2cccc(Br)c2)CC1 | -3 | -2 | -16 | 0.0 | 0 | 3 | i | 17 | -5
CCOC(=O)c1nc2sc3c(c2c(=O)n1C(C)C(=O)OCC)CCCC3 (centres undefined) | 18 | -2 | -7 | 1.6 | -4 | -3 | . | 0 | 1
COc1ccc(C2C(C(=O)N3CCCC3)c3cc(OC)c(OC)cc3C(=O)N2C)cc1 (centres undefined) | -8 | -11 | 1 | 0.9 | 2 | 0 | i | 3 | -23
COc1ccc(Cl)cc1NC(=O)C1CCCN(S(C)(=O)=O)C1 (centres undefined) | -2 | 0 | 3 | -0.7 | -3 | -3 | i | -12 | 22
CC(NCCCSc1ccccc1)C(O)c1ccc(O)cc1 (centres undefined) | -5 | -5 | 9 | -0.2 | 2 | 3 | i | 2 | -2
Cc1cc(C)n2nc(CNS(=O)(=O)c3ccc(F)c(C)c3)nc2n1 | -4 | 6 | -7 | -0.6 | 2 | 1 | i | -1 | -9
COC(=O)c1ccc(NC2=CC(=O)CC(C)(C)C2)cc1 | -7 | -5 | -2 | 4.9* | -2 | 0 | i | -10 | 11
C/C(CC(=O)Nc1ccc(Cl)c(C(F)(F)F)c1)=N\NC(=O)c1cccc(O)c1 | -2 | -5 | -1 | 0.6 | -1 | 7 | i | -7 | 5
Cn1c(Sc2ccc(Br)cc2)c(C=O)c2ccccc21 | 15 | -8 | 0 | 0.6 | -5 | -17 | i | 2 | -25
Cc1ccccc1NN=Nc1nc2c([nH]1)c(=O)n(C)c(=O)n2C | -11 | -2 | 10 | -0.3 | 3 | -2 | i | 2 | 2
S=C(NC1CCCC1)N1CCN(c2cccc(Cl)c2)CC1 | 19 | -9 | -4 | -1.1 | 2 | 6 | i | -2 | 1
CC1(C)CC(=O)C2=C(C1)OC(=O)CC2c1cccs1 (centres undefined) | -4 | -4 | -7 | 0.1 | -1 | 7 | i | -25 | 14
CC(=O)c1cc(C#N)c(SCc2ccncc2)nc1C | 6 | -3 | -2 | 2.7 | 0 | -11 | i | -18 | -5
CSc1ccc(C#N)cc1NC(=O)c1ccccc1C | 7 | -4 | 1 | 2.2 | 1 | -7 | i | 7 | 5
CC1CCc2c(sc(NC(=O)c3cccs3)c2C(=O)O)C1 (centres undefined) | 0 | -1 | -3 | 1.2 | 2 | -22 | i | -4 | 2
CC1CC(C)(C)CC2(C1)NC(=O)N(CC(=O)NCc1ccccc1F)C2=O (centres undefined) | -3 | 3 | -4 | -0.8 | -1 | 1 | i | -6 | 16
N#CC(=Nc1ccccc1)c1ccccc1 | 7 | -2 | -11 | -1.0 | 0 | 3 | i | -7 | 25
COc1ccc(CN2C(=O)C(CC(=O)NC3CCCCC3)CC(C(=O)N3CCOCC3)=C2C)cc1 (centres undefined) | -7 | -2 | 4 | -0.9 | -2 | 1 | i | -10 | 15
C[C@H](CO)N1C[C@H](C)[C@@H](CN(C)S(=O)(=O)c2cccs2)Oc2ccc(NC(=O)Cn3cnnn3)cc2C1=O | -4 | 4 | -13 | -1.1 | 4 | -2 | i | -11 | 10
COc1ccc(CCNC(=S)NC(=O)c2ccc(Br)cc2)cc1OC | 10 | -6 | 14 | 1.7 | 2 | 0 | i | -22 | 1
Cc1cc2oc(=O)cc(Cn3ccnc3)c2cc1Cl | -3 | -2 | -1 | 1.3 | 2 | 3 | i | -3 | -3
CC(=O)N(C)c1ccc(N2CCOCC2)c2c1C(=O)c1ccccc1C2=O | -6 | -11 | 12 | 0.2 | -12 | 4 | i | -1 | -7

Seven structures out of the list, arranged by length of the SMILES, smallest number first:
SMILES | FAS-TE inh | bovine MsrA act | E coli Lon inh | MsrA inhibitor | Rin1-Abl PPI inh | MT1-MMP act inh | Neddylation inh | CendR NRP1 mod | SKN-1 block
Cc1cc2oc(=O)cc(Cn3ccnc3)c2cc1Cl | -3 | -2 | -1 | 1.3 | 2 | 3 | i | -3 | -3
CC(NCCCSc1ccccc1)C(O)c1ccc(O)cc1 (centres undefined) | -5 | -5 | 9 | -0.2 | 2 | 3 | i | 2 | -2
O=[N+]([O-])c1ccc(O)c(-c2nn[nH]n2)c1 | 3 | -11 | -9 | 1.2 | -1 | 2 | i | 19 | 6
COc1cccc(/C=N/n2c(C3CCCCC3)n[nH]c2=S)c1OC | -2 | -1 | 3 | -0.7 | 4 | -2 | i | -6 | -10
CCc1ccc(NC(=O)CSc2nc3ccccc3nc2N2CCCCC2)cc1 | 23 | -1 | 6 | 0.4 | -1 | -4 | i | -8 | 13
O=C(C1CCN(S(=O)(=O)N2CCOCC2)CC1)N1CCN(c2ccccc2F)CC1 | -3 | -1 | 15 | -0.6 | 2 | -3 | i | -11 | -5
COc1ccc(C2C(C(=O)N3CCCC3)c3cc(OC)c(OC)cc3C(=O)N2C)cc1 (centres undefined) | -8 | -11 | 1 | 0.9 | 2 | 0 | i | 3 | -23

Other results.
SMILES | FAS-TE inh | bovine MsrA act | E coli Lon inh | MsrA inhibitor | Rin1-Abl PPI inh | MT1-MMP act inh | Neddylation inh | CendR NRP1 mod | SKN-1 block
CN(CC(=O)Nc1ccc(F)cc1)C(=O)c1ccc(-c2ccc(Cl)cc2)o1 | 21 | -2 | -7 | 0.2 | 2 | 0 | i | -2 | 15
Cc1oc(-c2ccc(Cl)cc2)nc1CN1CCCC(C(=O)NCc2ccccn2)C1 (centres undefined) | -4 | -1 | 4 | -0.3 | -5 | 4 | i | -5 | -25
CC(C)c1ccc2[nH]c(O)c(N=NC(=O)c3cccc(S(=O)(=O)Nc4cccc(Cl)c4)c3)c2c1 | 2 | 1 | 2 | -1.0 | 1 | 2 | i | 10 | 4
Cc1ccc2c(c1)N(S(=O)(=O)c1ccc(CN3C(=O)c4cccnc4C3=O)s1)CCO2 | 13 | -1 | -3 | 1.3 | 1 | 1 | i | -9 | 10
CCSc1cnn(-c2ccccc2)c(=O)c1Cl | -4 | -5 | -3 | 0.9 | 1 | 0 | i | 3 | 1
COc1ccccc1CNc1ncnc2cc(OC)c(OC)cc12 | -3 | -6 | -5 | 0.4 | 0 | 4 | i | 19 | 3
Cn1c(=O)c2c(nc(NCc3cccnc3)n2Cc2cccc(C(F)(F)F)c2)n(C)c1=O | 4 | -4 | -2 | 1.0 | -2 | -10 | i | 4 | 1
Cc1ccc(CNC(=O)CCCNC(=O)c2ccc(Cl)cc2)n1C | -6 | 0 | 7 | -0.8 | 0 | -1 | i | -18 | -5
Cc1c(CCOC(=O)CC23CC4CC(CC(C4)C2)C3)sc[n+]1CC(=O)c1ccc(Br)cc1 | 17 | -1 | -2 | -0.8 | -2 | -5 | i | 4 | 14
O=C(CNC(=O)c1ccc(OC(F)F)cc1)NCC1CCCO1 (centres undefined) | -5 | -3 | -11 | 1.0 | 2 | -3 | i | 5 | 2
CC(=O)Nc1nc2c(s1)C(=O)NCCC2 | -4 | -8 | 7 | -1.4 | 2 | 3 | i | 8 | 2
CN(C)CCC(=O)c1ccc(Cl)cc1 | 0 | -3 | -4 | 1.5 | -3 | -1 | i | -4 | 6
Cc1ccc(SCCNC(=O)CN(c2ccc3c(c2)OCO3)S(C)(=O)=O)cc1 | -1 | -9 | 1 | 0.1 | -3 | 3 | i | -11 | -6
CC1(C)CC(=O)C(N=Nc2c(Cl)cc(Cl)cc2Cl)=C(O)C1 | -7 | -8 | 7 | 4.4 | 1 | 7 | i | 8 | 7
